ABCB6 inh MLPCN – human ABCB6 transporter inhibition; Q9NP58; K562-ABCB6 porphyrin accumulation, flow cytometry, 1 h; active compounds read low; fluorescence ratio to DMSO, % at 10 µM; 360,000 tested, 0.19% active; AID 602162;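 active means fluorescence ratio to DMSO below 75%, the collection mean minus 3 SD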;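 further: signal is porphyrin accumulated inside mitochondria; 100% equals median channel fluorescence of DMSO control wells; lower ratio means ABCB6 inhibition with less porphyrin fluorescence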
PDI inh – blocks human protein disulfide isomerase activity | P07237 | inhibition, % at 10 µM | AID 588391 | PDI insulin aggregation turbidity, A650, 90 min | 350,000 tested, 0.052% active;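 active means mean inhibition across replicates of 30% or more, whatever share of single replicates reach that level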;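 further: absorbance from insulin aggregation driven by PDI reduction with DTT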
Target sequence (P07237 whole entry, looked up): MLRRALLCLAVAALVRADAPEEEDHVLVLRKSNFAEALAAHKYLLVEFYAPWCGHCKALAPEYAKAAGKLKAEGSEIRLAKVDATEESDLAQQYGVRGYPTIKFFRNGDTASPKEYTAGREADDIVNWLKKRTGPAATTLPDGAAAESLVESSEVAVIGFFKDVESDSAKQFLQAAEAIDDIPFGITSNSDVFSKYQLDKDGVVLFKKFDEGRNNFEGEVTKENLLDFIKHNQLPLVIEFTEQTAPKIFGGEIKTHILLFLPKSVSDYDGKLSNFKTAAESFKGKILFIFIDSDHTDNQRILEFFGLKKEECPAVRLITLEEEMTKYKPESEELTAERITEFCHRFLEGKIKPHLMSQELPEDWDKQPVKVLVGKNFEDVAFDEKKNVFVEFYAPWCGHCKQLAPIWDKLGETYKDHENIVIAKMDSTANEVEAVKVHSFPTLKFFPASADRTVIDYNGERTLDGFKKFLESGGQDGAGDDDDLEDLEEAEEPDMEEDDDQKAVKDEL
aDG glyco act – alpha-DG glycosylation activation. Pro5-aDG cells, alpha-DG glycosylation AlphaScreen (IIH6); 0% Pro5, 100% B10-LARGE cell signal. activation, % at 10 µM. 360,000 tested, 0.22% active;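 active means activation of at least 8% versus controls, or a plate z-score of at least 8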;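 further: Pro5 are CHO cells carrying HIG-tagged alpha-DG that lacks glycosylation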
Vif inh – HIV Vif inhibition | inhibition, % at 7.49 µM | HEK293T cells, Vif self-association by quenched fluorescence, imaging, 24 h | AID 602346 | 340,000 tested, 0.35% active; in the data active means inhibition above about 50%, passing the limit was not always enough; further: some results filed as inactive read as strong as hits
hiPSC survival – hiPSC single-cell survival enhancement; survival enhancement, % at 20 µM; 360,000 tested, 0.044% active; ATPlite luminescence; 100% = ROCK inhibitor wells, 0% = DMSO; in the data active means survival enhancement above about 18%;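 further: cells exposed to compounds for 16 hours before the ATP read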
m5-HT2A agonist – agonists of mouse serotonin 5-HT2A receptor (HTR2A). P35363. CHO-K1 mHTR2A beta-arrestin complementation, luminescence; percent of 30 µM serotonin response. activation, % at 7.6 µM. 360,000 tested, 0.66% active. AID 624169;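 active means activation above a run cutoff, the mean activation of all tested compounds plus 3 SD, cut at about 14% in these data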;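 further: 0% = plate median of compound wells and 100% = 30 µM serotonin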
Target sequence (P35363 whole entry, looked up): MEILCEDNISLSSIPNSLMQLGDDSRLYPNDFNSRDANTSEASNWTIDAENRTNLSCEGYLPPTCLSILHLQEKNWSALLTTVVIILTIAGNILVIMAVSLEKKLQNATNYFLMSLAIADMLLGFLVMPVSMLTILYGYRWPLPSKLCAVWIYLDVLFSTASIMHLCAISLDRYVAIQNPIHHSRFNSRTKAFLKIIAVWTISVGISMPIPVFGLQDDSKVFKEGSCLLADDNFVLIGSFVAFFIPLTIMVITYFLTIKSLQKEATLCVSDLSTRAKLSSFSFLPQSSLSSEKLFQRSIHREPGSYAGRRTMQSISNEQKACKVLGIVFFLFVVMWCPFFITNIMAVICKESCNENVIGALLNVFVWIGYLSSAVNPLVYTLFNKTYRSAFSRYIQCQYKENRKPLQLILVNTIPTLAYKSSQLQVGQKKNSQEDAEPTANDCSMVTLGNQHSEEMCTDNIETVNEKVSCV
CaV13 ICDI inh – Disruptors of the CACNA1D IQ motif to Ca2+-dependent inactivation inhibitor domain association, primary screening, Förster resonance energy transfer in intact living … | HEK cells, CFP/YFP FRET ICDI-IQ, plate reader, 10 min; percent FRET-ratio fall versus neutral wells | inhibition, % at 12.3 µM | 340,000 tested, 0.098% active | AID 743397;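 active means mean replicate inhibition of at least 30% and at least 1% of replicates passing that level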;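 further: 0% = median of the neutral control wells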
Cardio protect – protects H9c2 cardiomyocytes from peroxide injury. H2O2 injury protection, ATPLite, 2 h. protection from H2O2 cell death, % at 20 µM. 360,000 tested, 0.63% active. AID 588492;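 active means compounds giving at least 50% protection of heart cells from peroxide-induced death in the single-dose screen, raw or plate-pattern-corrected value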;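 further: 0% = DMSO wells with peroxide and 100% = DMSO wells without peroxide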
Granule exo inh – lytic granule exocytosis inhibition | TALL-104 LAMP-1 surface exposure, flow cytometry; cells stimulated with thapsigargin and PMA | inhibition, % at 10 µM | 360,000 tested, 0.66% active | AID 651702;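 active means inhibition above about 55%, limit read from the data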
N-glyco inh – N-linked glycosylation inhibition | 360,000 tested, 0.23% active | D54 ERlucT glycosylation luciferase reporter, 24 h; percent of 100 nM tunicamycin response | reporter increase, % at 12.5 µM;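 active means mean luciferase reporter signal, scaled so untreated is 0 and the glycosylation-blocking control 100, at or above a set limit in every replicate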;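 further: luciferase carries N-glycosylation sites so blocking glycosylation raises the light; 0% = median of neutral control wells and 100% = median of 100 nM tunicamycin wells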
* marks the source's active call; other numbers are inactive results; . = not tested or not shown. Outcome played no part in choosing rows; overall some 3.1% were active at least once.

SMILES | ABCB6 inh MLPCN | PDI inh | aDG glyco act | Vif inh | hiPSC survival | m5-HT2A agonist | CaV13 ICDI inh | Cardio protect | Granule exo inh | N-glyco inh
C[C@@H]1CN([C@H](C)CO)C(=O)c2cc(-c3ccc(C#N)cc3)cnc2O[C@H]1CN(C)C(=O)c1ccccc1 | 102 | 3 | 0.1 | 3 | 0.9 | -5 | . | -2 | 5 | -3
N#CC1=C(Nc2ccccc2Cl)SC(c2ccncc2)NC1=O (configuration not stated) | 96 | . | -0.2 | -1 | 2.2 | -2 | -11 | 2 | 2 | -3
Cc1ccc(C(=O)N/N=C(/CC(=O)c2cccs2)C(F)(F)F)cc1 | 100 | 0 | 0.2 | -10 | 1.3 | -2 | -5 | -24 | -5 | -1
Cn1cc(CCC(=O)N2CCCC(C(=O)c3ccc(C(C)(C)C)cc3)C2)cn1 (configuration not stated) | 104 | -9 | -0.1 | -2 | -2.5 | 2 | -4 | -14 | 3 | 1
CC(C)C1Oc2ccccc2N(CC(=O)N(Cc2ccncc2)Cc2ccco2)C1=O (configuration not stated) | 99 | -4 | 0.3 | 0 | 0.6 | -3 | -4 | 16 | -1 | -2
CCCN(C)C[C@H]1Oc2ncc(Br)cc2C(=O)N([C@@H](C)CO)C[C@@H]1C | 99 | -9 | 0.0 | -3 | -0.2 | -3 | -4 | 20 | 2 | 1
Cc1ccccc1OCC(=O)NNC(=O)CCc1ccccc1 | 98 | 7 | -0.1 | -12 | -2.2 | 4 | -5 | -2 | 3 | 1
O=C(NCc1ccco1)c1cc2ccccc2c(=O)o1 | 91 | 10 | 0.2 | 0 | -0.4 | -2 | . | -15 | -2 | 2
O=C(/C=C/NNC(=O)c1ccccc1)c1ccc(Br)cc1 | 96 | -45 | 0.1 | 3 | -1.3 | -1 | . | 59* | 4 | -2
C=CCSc1nnc(N2C(=O)C(O)=C(C(=O)c3ccco3)C2c2ccccc2F)s1 (configuration not stated) | 111 | 15 | -0.1 | -24 | 0.7 | -1 | -18 | 4 | 2 | 0
COC(=O)Nc1ccc(SCC(=O)c2ccccc2)cc1 | 100 | 1 | 0.1 | -1 | 3.9 | 1 | -2 | 14 | -3 | -1
S=c1[nH]nc(-c2ccc(Cl)cc2Cl)n1-c1ccccc1 | 97 | -2 | -0.1 | -4 | 1.6 | 1 | -18 | -9 | -1 | 0
CCOc1ccccc1Nc1nc(N)nc(CSc2nccc(C)n2)n1 | 91 | 1 | 1.0 | -5 | -1.8 | -1 | -3 | 7 | -2 | 1
COc1ccc(C2C(C(C)=O)=C(O)C(=O)N2c2ccc(O)cc2)cc1 (configuration not stated) | 103 | -12 | 0.0 | -2 | -0.3 | -2 | -19 | -3 | 3 | 4
Cc1occc1-c1nnc(SCC(=O)c2c(N)n(C3CC3)c(=O)[nH]c2=O)n1C | 103 | 9 | -0.2 | 4 | 5.0 | 2 | -6 | 0 | -6 | 3
COc1ccc(-c2ccc(F)cc2)cc1[C@H]1[C@H]2C=CC[C@@H](C)[C@@H]2C(=O)N1Cc1ccccc1 | 97 | -5 | 0.2 | 4 | 1.5 | -12 | -8 | -18 | -1 | -2
O=c1c(-c2ccccc2)[n+]([O-])c2ccccc2n1O | 95 | -22 | 0.0 | 0 | -2.1 | 0 | -9 | 0 | -5 | -1
CC1(C)Cc2c(cnn2-c2ccccc2)C(=O)/C1=N\NC(=O)c1ccccc1 | 100 | 6 | -0.1 | 10 | 1.2 | 0 | . | 21 | -4 | 0
O=Cc1cccc(OCc2cccc3ccccc23)c1 | 99 | 10 | -0.1 | 6 | -1.0 | 0 | -5 | -4 | 54 | 9
O=C(Nc1ccc(-c2ccc(N3CCCCC3)nn2)cc1)c1ccco1 | 109 | -1 | -0.1 | -6 | 0.0 | -2 | -2 | 13 | -16 | -6
CCN1CCN(Cc2ccc(NC(=O)c3ccc(C)c(NC(=O)c4cncc(-c5cccs5)c4)c3)cc2C(F)(F)F)CC1 | 91 | 0 | -0.6 | . | -2.9 | -9 | . | -27 | 30 | -22
O=C(CSc1nc2ccccc2c(=O)n1-c1ccc(F)cc1)NC1CCS(=O)(=O)C1 (configuration not stated) | 101 | 2 | 0.1 | -15 | -0.3 | -5 | -2 | 2 | -1 | -1
Cc1cccc(NC(=O)C2CCN(S(=O)(=O)c3ccc4c(c3)C(C)(C)C(=O)N4C)CC2)c1C | 100 | 11 | 0.0 | -8 | -1.8 | -6 | -7 | 4 | -2 | 0
COc1nc(C)cc(C)c1S(=O)(=O)c1ccc(Cl)cc1 | 102 | 11 | -0.1 | -12 | -0.5 | -3 | -2 | -3 | -5 | -3
CCOC(=O)N1CCN(S(=O)(=O)c2ccc(C(=O)Nc3nnc(C4CC4)o3)cc2)CC1 | 102 | -3 | 0.2 | -27 | -0.8 | 1 | -3 | 9 | 2 | 4
Cc1ccc(C)c(-c2nnc(OCC(=O)Nc3cc(C)on3)c3ccccc23)c1 | 104 | -2 | 0.1 | 19 | 3.0 | 2 | -2 | 7 | -2 | -4
O=C(Nc1ccccc1)c1ccc(-c2ccccc2)s1 | 99 | -3 | 0.3 | 7 | -1.5 | 0 | -8 | -6 | -4 | -8
CCCSc1nc2c(c(=O)n1-c1ccc(OCC)cc1)SCC2 | 102 | 1 | 0.0 | -14 | -2.0 | 6 | -5 | 0 | 0 | -1
O=[N+]([O-])c1cccc(S(=O)(=O)N2CCCC2)c1 | 108 | 4 | 0.0 | -1 | -0.8 | 8 | -4 | 3 | 1 | 3
CCC(C)(C)c1ccc(Oc2ccc(N)cc2)cc1 | 92 | -6 | -0.2 | 8 | -0.1 | 6 | -6 | -10 | 0 | 0
CC(=O)Nc1ccccc1-c1ccccc1[N+](=O)[O-] | 115 | 4 | 0.2 | 9 | -0.7 | 0 | -5 | -3 | -4 | 1
CCN1CCC2(CCN(Cc3cn[nH]c3-c3ccc(OC)c(F)c3)C2)C1 (configuration not stated) | 109 | 1 | -0.2 | 3 | -2.2 | 3 | 1 | -6 | 2 | -1
CC(C)n1ncc2c(C(=O)Nc3ccc(S(N)(=O)=O)cc3)cc(C3CC3)nc21 | 92 | 1 | -0.3 | 9 | 0.6 | -4 | -5 | -5 | -2 | -3
Cc1ccc(S(=O)(=O)N2CCOCC2)cc1NC(=O)COC(=O)c1cccc(Cl)c1Cl | 101 | 4 | -0.2 | 15 | -1.1 | -7 | -2 | -10 | 1 | 0
O=C1CC(Nc2ccc3ccccc3c2)C(=O)N1Cc1ccccc1 (configuration not stated) | 187 | 1 | 0.0 | -1 | 5.5 | -5 | -3 | 9 | 5 | -9
CN(C)c1cccc(C(=O)OCC(=O)c2ccc[nH]2)c1 | 93 | -8 | -0.2 | 0 | 1.2 | 3 | -5 | -7 | 0 | -1
Cc1ccc(S(=O)(=O)N2CCN(S(=O)(=O)c3ccc(C)cc3)C2c2ccccc2)cc1 | 97 | 7 | 0.3 | -4 | 1.4 | 4 | -5 | 14 | 40 | -5
Cc1nnc2n1N=C(c1ccc(F)cc1F)CS2 | 99 | 2 | -0.4 | 0 | -3.1 | -1 | -3 | 1 | 6 | 1
CC(C)C1O/C(=N/C(=O)Nc2ccc(Cl)c(Cl)c2)NC1=O (configuration not stated) | 99 | 0 | -0.1 | -3 | -1.4 | -1 | -5 | -14 | 4 | 1
Cc1cc(=O)[nH]c(SCc2cccc3cccnc23)n1 | 99 | 10 | 3.1 | -4 | -1.9 | 6 | -7 | -2 | 7 | 1
O=C(CSc1nc(-c2ccco2)cc(C(F)(F)F)n1)NCCN1CCOCC1 | 102 | 2 | 0.2 | 6 | 0.3 | 0 | -6 | -3 | -2 | 2
O=C(/C=C/c1ccccc1)OCC(=O)c1ccc[nH]1 | 86 | 17 | -0.2 | -10 | 0.2 | -3 | -6 | 2 | -1 | 0
CCCC[C@@H]1CNC(=S)N1CC1CCCCC1 | 97 | -3 | 2.3 | . | -0.8 | 1 | -10 | -3 | -4 | 0
Cn1c(SCC(=O)NC(C)(C)C)nnc1-c1cccc(NC(=O)c2ccccc2F)c1 | 91 | 4 | -0.1 | -11 | -1.1 | 1 | -4 | 0 | -1 | 0
O=S(=O)(NC(=NCc1ccccc1)c1ccccc1)c1ccccc1 | 100 | 9 | 0.0 | 4 | -0.6 | 6 | -7 | 1 | -5 | -3

Just aDG glyco act, for three of the compounds above:
Structure,aDG glyco act
C[C@@H]1CN([C@H](C)CO)C(=O)c2cc(-c3ccc(C#N)cc3)cnc2O[C@H]1CN(C)C(=O)c1ccccc1,0.1
Cn1cc(CCC(=O)N2CCCC(C(=O)c3ccc(C(C)(C)C)cc3)C2)cn1 (configuration not stated),-0.1
Cc1ccc(S(=O)(=O)N2CCN(S(=O)(=O)c3ccc(C)cc3)C2c2ccccc2)cc1,0.3

New compounds follow.
SMILES | ABCB6 inh MLPCN | PDI inh | aDG glyco act | Vif inh | hiPSC survival | m5-HT2A agonist | CaV13 ICDI inh | Cardio protect | Granule exo inh | N-glyco inh
COc1ccc(O)c(-c2cc(-c3ccccc3Cl)[nH]n2)c1 | 98 | -9 | 0.0 | -6 | -0.3 | -3 | -6 | -10 | 3 | 1
O=C(Nc1ccon1)c1nc[nH]c1C(=O)N1CCN(c2ccccc2)CC1 | 99 | -4 | -0.2 | 13 | -2.1 | -2 | -10 | 2 | 2 | 2
CCN(CC)C(=O)C(=O)N/N=C/c1ccc(Br)cc1 | 98 | 12 | 0.1 | -3 | -3.6 | 7 | -5 | -5 | -1 | 3
O=C1CCC(C(=O)OCC(=O)Nc2ccc(Cl)cc2C(F)(F)F)=NN1 | 93 | 6 | 0.1 | 6 | 1.5 | -2 | -6 | 4 | 2 | 3
COc1cccc(/C(O)=C2\C(=O)C(=O)N(c3ccccn3)C2c2cccc(OC)c2OC)c1 (configuration not stated) | 96 | -2 | -0.1 | 5 | 2.9 | -1 | -4 | 11 | 0 | 1
COc1cccc(C(NC(C)=O)c2nc(-c3cccc4cccnc34)cs2)c1 (configuration not stated) | 94 | -25 | -0.3 | -4 | -0.8 | 10 | -5 | 7 | 0 | 0
O=C(CSc1n[nH]c(=O)[nH]c1=O)N/N=C/C=C\c1ccccc1 | 94 | -11 | -0.3 | 7 | -0.6 | 3 | -4 | -2 | -2 | 2
Cn1c(=O)c2c(nc(NN=C3CCCC3)n2C)n(C)c1=O | 91 | 21 | 0.2 | -6 | -0.7 | -2 | -4 | 7 | -1 | 0
CC1=NN(c2nc(-c3ccc(C)cc3)cs2)C(=O)C1N=Nc1ccccc1O (configuration not stated) | 125 | 3 | 0.2 | -5 | -0.6 | 0 | -8 | 11 | 6 | -8
CC(C)(C)NC(=O)NC(=O)COC(=O)c1cccc(S(=O)(=O)N2CCCCC2)c1 | 95 | 1 | -0.1 | -1 | -0.2 | -1 | -2 | -4 | 3 | 2
CC(=O)c1cccc(NC(=O)CC2S/C(=N/N=C/c3ccccc3)NC2=O)c1 (configuration not stated) | 104 | -9 | -0.1 | 2 | 0.3 | 1 | -7 | 1 | -5 | 1
CSc1ccccc1NC(=O)CN(C)CC(=O)Nc1ccc(S(=O)(=O)N2CCCC2)cc1 | 98 | -11 | 0.0 | 9 | 0.7 | 7 | -6 | 4 | -2 | 1
CCNC(=S)N1CCN(C(=O)c2ccco2)CC1 | 103 | 0 | 0.0 | -5 | 0.1 | -2 | -7 | 0 | 15 | -2
